# Screens: PubChem, several laboratories
# p-CIP stab down: lowers stability of the mouse p/CIP coactivator protein; decrease of EGFP signal, % at 10 µM; F442A p/CIP-EGFP cells, EGFP fluorescence, 16 h; AID 1984; Q05BA5; 0.01% of 290,000 active;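 active = EGFP signal decrease of at least 30% at 10 µM or well 3 SD below plate mean, unless failing retest; inactive = the rest, including hits failing retest or dose response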; also: some compounds called inactive have numbers as strong as hits; many of its hits are not listed in these tables
# M18AAP inhibitor: blocks P. falciparum M18 aspartyl aminopeptidase | recombinant PfM18AAP, H-Glu-NHMec fluorogenic cleavage | AID 1822 | 1.2% of 290,000 active | inhibition, % at 7.35 µM;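 active = inhibition above the campaign mean inhibition over all tested compounds plus 3 SD, cut at about 28% in these data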;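 also: 0% = plate median of test compound wells and 100% = 2 mM ZnCl2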
# IDE cell inh: inhibits human insulin-degrading enzyme in HEK cells. P14735. FAbetaB cleavage, fluorescence polarization. inhibition, % at 5.59 µM. 0.41% of 320,000 active;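 active = percent inhibition above the average of all tested compounds plus 3 SD, set per screening campaign, cut at about 16% in these data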;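 also: IDE supplied by intact live HEK cells; FP after avidin binding of uncleaved biotin substrate so inhibition keeps polarization high; 0% = DMSO wells and 100% = 60 µM reference IDE inhibitor Ii1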
# IMP-1 inh: inhibitors of Pseudomonas aeruginosa IMP-1 metallo-beta-lactamase; purified IMP-1, nitrocefin hydrolysis, epi-absorbance fluorescence; inhibition, % at 5.6 µM; 0.45% of 290,000 active;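 active = inhibition above the mean plus 3 SD of all compounds in the same screening run, cut at about 4.5% in these data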;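 also: 0% = IMP-1 with DMSO and 100% = DMSO wells lacking enzyme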
#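 Material – recombinant IMP-1 enzyme, purified · Amount – IMP-1 0.2 nM before substrate addition · Medium – HEPES buffer pH 7.1 with ZnSO4 and Brij 35 · Timing – 25 °C, 15 min preincubation, 25 min reaction · Measured by – plate fluorescence quenching by hydrolysis product, ex 480/em 530 nm · Read-out – percent enzyme inhibition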
# NS3 helicase inh: blocks Hepatitis C virus NS3 helicase unwinding | NS3 helicase DNA unwinding, Cy5 molecular beacon fluorescence | inhibition, % at 10.9 µM | 0.56% of 290,000 active | AID 1800;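 active = inhibition above the mean of all tested compounds plus 3 SD, set per campaign, cut at about 35% in these data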;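 also: 0% = DMSO wells and 100% = thioflavine S control wells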
#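 test system = hepatitis C virus NS3 helicase domain fragment enzyme | reagent = annealed dual-labelled DNA beacon duplex, ATP-started | times = 1 h at 25 °C | detection = Cy5 fluorescence, 0 and 60 min reads | read-out basis = percent inhibition from t60/t0 fluorescence ratio | control set = DMSO and thioflavine S | replication = one well per compound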
# DNA FID counter: fluorescent intercalator displacement, NS3 helicase counter-screen; 0.17% of 290,000 active; AID 1845; DNA fluorescent intercalator displacement, fluorescence; inhibition, % at 7.9 µM; in the data active = inhibition above about 37%;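 also: 0% = vehicle and 100% = reference compound; higher means more ethidium bromide displaced from hairpin DNA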
# SUMO HTRF inh: inhibitors of human SUMOylation (UBC9) | P63279 | HTRF SUMOylation assay, SAE1/SAE2 + UBC9, in vitro | inhibition, % at 35 µM | 0.36% of 290,000 active | AID 2006; in the data active = inhibition above about 50%, passing the limit was not always enough; also: strong numbers were not always called active
# Target sequence (P63279 whole entry, looked up): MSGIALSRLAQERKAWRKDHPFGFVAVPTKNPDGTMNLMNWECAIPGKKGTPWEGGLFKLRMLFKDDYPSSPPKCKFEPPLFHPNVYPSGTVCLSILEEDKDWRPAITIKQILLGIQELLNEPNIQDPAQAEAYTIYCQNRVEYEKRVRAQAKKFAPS
# VIM-2 inh: inhibitors of Pseudomonas aeruginosa VIM-2 metallo-beta-lactamase | AID 1527 | 0.89% of 290,000 active | inhibition, % at 5.6 µM | purified VIM-2, nitrocefin hydrolysis, epi-absorbance fluorescence;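 active = inhibition above the mean of all tested compounds plus 3 SD, cutoff set per screening run, cut at about 7.5% in these data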;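 also: red hydrolysis product quenches plate fluorescence so inhibitors raise well fluorescence; 0% = enzyme with DMSO and 100% = DMSO without enzyme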
# IDE cell activ: boosts human insulin-degrading enzyme activity in HEK cells; P14735; FAbeta-B cleavage, fluorescence polarization; 0% vehicle, 100% cell-free pure enzyme wells; activation, % at 5.96 µM; 0.073% of 340,000 active; AID 493087;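 active = activation above the mean of all tested compounds plus 3 SD, set per screening campaign, cut at about 17% in these data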
# * marks the source's active call; other numbers are inactive results; · = not tested or not shown. Hits appear at their usual frequency, and some 3.6% of all compounds hit somewhere here.
SMILES,p-CIP stab down,M18AAP inhibitor,IDE cell inh,IMP-1 inh,NS3 helicase inh,DNA FID counter,SUMO HTRF inh,VIM-2 inh,IDE cell activ
Cc1c(N/C=C(\Cl)C(=O)C(F)(F)F)c(=O)n(-c2ccccc2)n1C,-1,-1,4,-1.0,6,-7,-2,-0.8,-1
COc1cc(/C=C2\SC(=S)N(CC(=O)NC3=NCCS3)C2=O)cc(OC)c1OC,-6,13,3,-1.5,0,1,3,-0.3,8
Cc1ccc(OCC(=O)NCCN2CCOCC2)cc1C,-2,0,-4,-0.5,-2,-2,-13,-2.4,5
COc1ccc(NC(=O)N2CCCC(c3nc(-c4ccc(C(C)C)cc4)no3)C2)cc1 (stereo unspecified),-2,-6,5,-5.2,-15,-14,-36,0.6,2
CCC(=O)NC(=S)Nc1cccc(-c2nc3ncccc3o2)c1,-5,-4,5,-2.1,1,-5,2,1.0,-2
Cc1ccc(CNC(=O)CSCc2ccc(F)cc2)cc1,10,1,6,-2.1,0,-17,3,-2.7,-2
Cc1ccc(OCCn2cnc3ccccc3c2=O)c([N+](=O)[O-])c1,-1,-1,-6,2.1,-3,-2,-4,0.3,3
COc1ccc(-c2cc3ccccc3n2CC(O)CN2CCCCC2)cc1 (stereo unspecified),-9,23,1,-2.3,17,1,14,-2.1,1
COc1ccc(NC(=O)CSc2nc(O)c(Cc3ccccc3)c(=O)[nH]2)cc1,12,2,1,-4.5,6,-8,11,-3.2,8
OC(COC1CCCCC1)CN1CCN(c2ccccc2)CC1 (stereo unspecified),1,0,7,-3.0,12,3,6,-1.6,-1
CN(c1cccc(NC(=O)CN(c2ccc(Cl)c(Cl)c2)S(=O)(=O)c2ccccc2)c1)S(C)(=O)=O,9,-2,-4,-1.7,-21,-19,-21,-1.6,9
Cc1cccc(-c2nc(C#N)c(N3CCC(C)CC3)o2)c1,10,-5,·,-0.4,8,-3,5,-1.6,-2
CCOc1ccccc1NC(=O)C1CCCCN1S(=O)(=O)c1ccc(F)cc1 (stereo unspecified),-21,4,-2,-2.2,-10,-24,4,0.7,4
CCN(CC)C(C)C#CCC(c1ccccc1)c1ccccc1 (stereo unspecified),-11,-7,·,-0.9,-32,18,8,-0.8,·
CCOC(=O)c1c(NC(=O)c2c(-c3ccccc3)noc2C)sc(C)c1-c1ccccc1,-3,-1,9,-7.3,-2,-6,2,-4.8,-2
CN(C)Cc1ccc(F)cc1Sc1cc(Cl)ccc1Cl,14,0,7,-3.0,-17,5,-22,-4.7,9
O=c1[nH]c(C2CC2)nc2sc3c(c12)CCCC3,4,-2,6,1.1,-6,-1,6,1.3,-3
CCN(CC)c1ccc(/C=N/NC(=O)C(O)c2ccccc2)cc1 (stereo unspecified),-10,5,-1,-2.6,0,-8,-6,-7.6,-1
COc1cccc(N/C(=N/C(=S)Nc2ccc(C)cc2C)Nc2nc(C)cc(C)n2)c1,0,-2,3,-0.9,6,-5,-3,0.9,-2
O=C(Cn1cnc2c(cnn2-c2ccc(Cl)cc2)c1=O)NC1CCCCC1,-1,2,3,5.4*,12,0,11,-2.0,-1
CCOc1ccc(-n2c(SCC(=O)Nc3ccc4c(c3)OCO4)nc3ccccc3c2=O)cc1,-10,1,-1,-1.3,3,-2,9,-1.7,4
COc1ccc(Cc2n[nH]c(=S)n2Cc2ccccc2)cc1Cl,-11,13,8,-2.6,-12,-21,11,-3.7,-5
C=CCN1C(=O)/C(=C/C=C2/N(CC)c3ccc(S(=O)(=O)N(C)C)cc3N2CC)SC1=S,-359,9,22*,-0.2,-5,-20,-1,0.7,-101
CCOC(=O)C1CCCN(C(=O)Cn2c(=O)c3cccn3c3cccnc32)C1 (stereo unspecified),8,1,3,-2.4,5,-23,8,-1.8,3
CCCCC(=O)Nc1nnnn1CCC,4,-1,5,0.2,4,-1,0,-4.1,3
SMILES,p-CIP stab down,M18AAP inhibitor,IDE cell inh,IMP-1 inh,NS3 helicase inh,DNA FID counter,SUMO HTRF inh,VIM-2 inh,IDE cell activ
CC(=O)N1N=C(c2ccco2)CC1c1cccs1 (stereo unspecified),-2,-14,2,-2.0,6,-4,14,-2.0,3
CCc1ccc(OCC(=O)NNC(=S)NC(=O)C2CCCCC2)c(Br)c1,-9,-7,-2,-4.7,32,-19,-5,-2.3,-12
COc1ccc2c(c1OC)C(=O)N(c1ccc3c(c1)CCC3)C2=O,-12,-2,5,-4.4,-1,0,-1,-1.3,-1
COc1ccc(S(=O)(=O)N(CC(=O)NCc2ccncc2)c2ccc(C)cc2)cc1OC,0,-3,12,-3.1,9,-17,-6,0.7,-7
Cc1cc(C)c(NC(=O)c2ccc3c(c2)C(=O)N(Cc2cccnc2)C3=O)c(C)c1,-12,4,4,-1.7,24,-39,3,-1.6,-1
CCCCNC(=S)NC(=O)c1ccc(Cl)cc1Cl,-13,-7,-3,-2.4,-9,-5,15,-2.9,6
COc1ccc(N2C(=S)N(C(=O)c3ccccc3)C(=Nc3ccccc3)C2=Nc2ccccc2)cc1,·,4,-4,-3.5,2,2,·,-3.5,2
CCOC(=O)c1c(C)oc2ccc(OC(=O)N3CCOCC3)cc12,0,-3,6,-0.7,-6,-22,20,-0.2,-3
CCOC(=O)C(NC(=O)Cc1ccccc1)(Nc1cc(C)on1)C(F)(F)F (stereo unspecified),-15,12,1,-3.9,23,-8,12,-1.7,7
CCOC(=O)CSc1nc(C(C)(C)C)nc2ccccc12,-11,5,3,-3.0,-3,-9,-8,-6.9,-3
CCS(=O)(=O)Nc1cc(C(=O)OC)ccc1C(=O)OC,-3,-24,1,-4.3,4,-10,12,0.9,-7
O=C1C=C(NCCOC23CC4CC(CC(C4)C2)C3)C2(CCCCC2)O1,1,-1,-2,-4.0,1,-6,4,-1.4,1
Cc1occc1C(=O)NCc1ccccc1F,-5,-4,2,-1.6,8,-12,16,-1.1,-2
CCn1c(SCC(=O)Nc2ccc(C(C)=O)cc2)nc2nc3c(cc2c1=O)CCCC3,1,6,0,0.0,-5,-8,3,0.3,6
COCc1ccc(C(=O)N2CCCC(N3CCN(c4ccccc4C)CC3)C2)s1 (stereo unspecified),5,-8,5,-3.8,1,-24,7,-0.5,5
NC(=O)CSc1nnc(Cc2csc(Nc3ccc(F)cc3)n2)n1Cc1ccccc1,-13,1,7,-3.9,0,-36,16,-4.2,-2
Cc1cc(C)c2cc(C#N)c(SCC(=O)NCC3CCCO3)nc2c1 (stereo unspecified),6,-7,3,-0.9,13,-6,-6,-1.6,-3
CCOC(=O)C(C)Sc1nc(=O)n2cc(C)ccc2n1 (stereo unspecified),13,-2,-3,-1.8,-2,-2,10,0.3,6
O=C(Nc1ccc(Cl)cc1)Nc1cc([N+](=O)[O-])ccc1F,14,5,-1,-1.9,0,0,-20,-0.8,-2
Cc1ccc2nc(-c3ccc(NC(=O)c4cccnc4)cc3)oc2c1,-18,-8,8,-2.0,7,-5,6,-3.6,-3
c1cncc(C2OCC3(CO2)COC(c2cccnc2)OC3)c1 (stereo unspecified),16,3,-3,-1.6,1,-2,6,-3.2,-2
O=C(CC1CCCCC1)NCc1ccccn1,-2,4,5,-1.9,3,-1,-2,-1.4,2
O=C(NCC1CCCO1)c1ccc(COc2ccc(Br)cc2)cc1 (stereo unspecified),-16,-1,22*,0.4,-14,-30,0,-0.7,-13
O=C(c1c[nH]c2ccccc12)C(O)C(c1ccccc1)N1CCOCC1 (stereo unspecified),-16,4,-5,-2.8,-1,-5,9,-2.1,-1
CN(C)c1cc2c(cc1NC(=O)c1ccccc1Cl)n(C)c(=O)n2C,-4,11,1,-3.3,11,-21,7,-3.3,2

# Compound profiles, from the list above. Order of values: p-CIP stab down | M18AAP inhibitor | IDE cell inh | IMP-1 inh | NS3 helicase inh | DNA FID counter | SUMO HTRF inh | VIM-2 inh | IDE cell activ
# Record of `Cc1cc(C)c(NC(=O)c2ccc3c(c2)C(=O)N(Cc2cccnc2)C3=O)c(C)c1` → -12 | 4 | 4 | -1.7 | 24 | -39 | 3 | -1.6 | -1
# Record of `O=C1C=C(NCCOC23CC4CC(CC(C4)C2)C3)C2(CCCCC2)O1` → 1 | -1 | -2 | -4.0 | 1 | -6 | 4 | -1.4 | 1
# Record of `CCn1c(SCC(=O)Nc2ccc(C(C)=O)cc2)nc2nc3c(cc2c1=O)CCCC3` → 1 | 6 | 0 | 0.0 | -5 | -8 | 3 | 0.3 | 6
# Record of `O=C(Nc1ccc(Cl)cc1)Nc1cc([N+](=O)[O-])ccc1F` → 14 | 5 | -1 | -1.9 | 0 | 0 | -20 | -0.8 | -2

# More records:
SMILES,p-CIP stab down,M18AAP inhibitor,IDE cell inh,IMP-1 inh,NS3 helicase inh,DNA FID counter,SUMO HTRF inh,VIM-2 inh,IDE cell activ
N#Cc1cccc(CSc2ncnc(N)n2)c1,6,4,1,-1.2,0,-2,-6,-1.8,2
Cc1c(C)c2ccc(OC(C)C(=O)NCCCn3ccnc3)c(C)c2oc1=O (stereo unspecified),-15,0,-2,0.0,-1,14,10,45*,2
O=C(Nc1ccc(Cl)cn1)c1cccc(S(=O)(=O)N2CCCC2)c1,-17,4,4,-3.5,0,-10,8,-5.3,3
CC(C)NC(=O)c1cc(-c2cccs2)on1,-12,-2,1,-2.7,1,1,12,-2.4,6
CCOc1ccc2[nH]c(=O)c(CN(CCO)C(c3nnnn3C3CCCCC3)C(C)C)cc2c1 (stereo unspecified),5,5,·,-1.9,6,-4,35,-3.4,3
CCOC(=O)c1[nH]c(C)c(C(=O)NC(C)(C)C)c1C,0,-9,-8,-3.1,6,1,17,0.3,4
COc1ccc(CCNC(=O)CSc2ccsc2[N+](=O)[O-])c(OC)c1,8,-8,0,-2.6,-1,-1,3,-0.6,5
N#Cc1ccc2ccn(CC(=O)NCc3ccccc3)c2c1,8,-3,5,-2.3,11,-5,22,-5.1,5
Cc1ccc2nc3c(cc(C(=O)NCc4ccco4)c(=N)n3Cc3ccco3)c(=O)n2c1,-22,12,3,-3.1,12,1,74*,-0.1,-12
CC(C)CCn1c(=O)c2ccccc2n2c(=S)[nH]nc12,3,29*,6,-5.7,0,-17,-5,-3.9,-5
Cc1nc2c(C)cccn2c1/C(O)=C1\C(=O)C(=O)N(CCN2CCOCC2)C1c1ccncc1 (stereo unspecified),-15,8,5,-2.2,3,1,4,0.5,0
CC1=C(C(=O)Nc2ccccc2)C(c2ccco2)C(C#N)=C(SCC(N)=O)N1 (stereo unspecified),-16,2,9,-0.1,-1,-1,-11,-0.9,1
CCOC(=O)N1CCc2c(sc(NC(=O)c3ccc(S(=O)(=O)N4CCCC4)cc3)c2C#N)C1,9,6,2,1.2,-5,-12,15,-0.6,-1
CC(NC(=O)c1cccnc1)C(c1cccs1)N1CCN(C)CC1 (stereo unspecified),-7,0,-2,-3.3,4,0,18,-0.8,7
CC(C)(C)C(=O)N1CCc2cc(-c3csc(N)n3)ccc21,1,4,3,-2.1,3,-14,2,-1.2,7
O=C1Nc2ccccc2C1=Nc1cccc([N+](=O)[O-])c1,-4,-4,12,-4.2,7,-6,6,-2.4,-1
COc1cc(/C=N\NC(=O)c2sc(N)nc2C)cc(OC)c1OC,17,2,3,-4.2,0,-10,5,-6.0,1
